From PubChem
Mtb RmlCD inh = M. tuberculosis RmlC/RmlD inhibition; P9WH09+P9WH11; RmlC+RmlD coupled enzyme assay, percent inhibition; primary screen in compound mixtures; inhibition, % at 3.6 µM; 160,000 compounds, 0.03% hits; AID 1533; in the data active means inhibition mostly above about 34%, no sharp cut-off; further: some results filed as inactive read as strong as hits
Target sequence (P9WH09 whole entry, looked up): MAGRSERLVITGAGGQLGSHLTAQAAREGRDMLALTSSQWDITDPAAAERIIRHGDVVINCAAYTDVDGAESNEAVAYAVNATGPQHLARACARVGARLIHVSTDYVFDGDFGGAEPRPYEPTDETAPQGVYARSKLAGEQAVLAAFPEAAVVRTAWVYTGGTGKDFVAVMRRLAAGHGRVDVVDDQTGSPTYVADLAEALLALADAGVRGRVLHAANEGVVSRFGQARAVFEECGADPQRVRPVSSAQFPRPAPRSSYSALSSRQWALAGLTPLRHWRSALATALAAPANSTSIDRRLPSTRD
Target sequence (P9WH11 whole entry, looked up): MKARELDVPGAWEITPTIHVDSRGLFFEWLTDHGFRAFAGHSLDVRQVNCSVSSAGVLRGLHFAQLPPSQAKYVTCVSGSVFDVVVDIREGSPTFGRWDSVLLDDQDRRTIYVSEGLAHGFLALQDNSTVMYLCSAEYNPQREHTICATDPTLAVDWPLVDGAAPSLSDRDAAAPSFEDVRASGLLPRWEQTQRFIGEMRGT
M. tuberculosis GlmU = inhibition of mycobacterial GlmU enzyme – biochemical, glucosamine-1-phosphate acetyltransferase (AID 1376). M. tuberculosis GlmU acetyltransferase enzyme assay; higher % means a stronger effect. one-dose inhibition, %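 (tested at 30 µM in the primary screen)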; IC50 in µM for titrated hits. 220,000 compounds, 0.25% hits; in the data active means inhibition above about 13%;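 further: 0% = complete reaction with vehicle and 100% = reaction without substrate; strong numbers were not always called active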
Active calls of the source: *; nt = no result given. The list is partial; count on the stated rates, not on these rows.

Values run as follows: Mtb RmlCD inh, M. tuberculosis GlmU
- COc1ccc(S(=O)(=O)Nc2ccccc2SC)cc1C
  nt, 0.2%
- Cc1ccc(OCC(=O)N/N=C/c2cn(Cc3ccccc3)c3ccccc23)cc1
  3, -4.0%
- CC1CCCC(NC(=S)NC(=O)c2cncc(Br)c2)C1C (stereo not drawn)
  -10, 1.7%
- O=C(C1CCC1)N1CCc2cc(S(=O)(=O)NCc3ccccn3)ccc21
  -5, 2.6%
- Cc1ccc(S(=O)(=O)n2nc(C)cc2C)cc1
  -3, -0.3%
- O=C(CCC1CCCCC1)NCCN1C2=NC[C@@H](Cc3ccccc3)N2C[C@H]1Cc1ccc(O)cc1
  nt, -7.3%
- N#Cc1c2n(c3c(=S)nc[nH]c13)CCCCC2
  -2, 8.0%
- COc1ccc(C(=O)NNC2=C(C(=O)C(F)(F)F)CCC2)cc1
  -10, 3.9%
- COC(=O)[C@@H](Cc1c[nH]c2ccccc12)NC(=O)c1cc(=O)[nH]c2ccccc12
  -9, -0.1%
- O=C(NC1CCCC1)C(c1cccnc1)N(C(=O)c1csnn1)C1CCCC1 (stereo not drawn)
  nt, 6.2%
- Cc1ccc(CC(=O)NCc2ccc(Cl)cc2)cc1
  61, -0.2%
- CCOC(=O)c1c(NC(=O)COC(=O)c2ccncc2)sc(C)c1C
  -8, 9.7%
- CC(C)(C)NC(=O)Nc1ccc(Br)cc1
  nt, -3.2%
- CCOC(=O)N1CCN(C(=O)CCC2CCCC2)CC1
  8, -3.7%
- CCC(=O)N1C(C(=O)O)CSC1c1ccc(OC)cc1 (stereo not drawn)
  15, 1.2%

Compound profiles (already shown). Order of screens: Mtb RmlCD inh | M. tuberculosis GlmU
`O=C(CCC1CCCCC1)NCCN1C2=NC[C@@H](Cc3ccccc3)N2C[C@H]1Cc1ccc(O)cc1` as listed: nt | -7.3%
`COc1ccc(C(=O)NNC2=C(C(=O)C(F)(F)F)CCC2)cc1` as listed: -10 | 3.9%
`N#Cc1c2n(c3c(=S)nc[nH]c13)CCCCC2` as listed: -2 | 8.0%
`COC(=O)[C@@H](Cc1c[nH]c2ccccc12)NC(=O)c1cc(=O)[nH]c2ccccc12` as listed: -9 | -0.1%
`Cc1ccc(S(=O)(=O)n2nc(C)cc2C)cc1` as listed: -3 | -0.3%

Next section.
Values run as follows: Mtb RmlCD inh, M. tuberculosis GlmU
- COc1cc(C(=O)N2CC(C)OC(C)C2)c([N+](=O)[O-])cc1OC (stereo not drawn)
  5, -12%
- CC(C)n1nc(C(=O)Nc2nnc(SCc3c(Cl)cccc3Cl)s2)c2ccccc2c1=O
  -10, 0.5%
- CCCn1nc2cc(C(=O)NCC34CC5CC(CC(C5)C3)C4)ccc2c1OCC
  16, 5.1%
- COC(=O)C1=C(c2ccc(S(C)(=O)=O)cc2)C[C@@H]2CC[C@H]1N2C(=O)N1CCCC1
  nt, 3.8%
- O=C(Nc1ccccc1)N(Cc1ccccc1)C1=NCCS1
  7, -2.2%
- Cc1ccc(S(=O)(=O)C2(C(=O)N3CCN(C4CCCCC4)CC3)CC2)cc1
  5, -3.1%
- O=C(CSc1nnc(-c2ccccc2)n1C1CCCCC1)Nc1ccc(S(=O)(=O)Nc2ccccn2)cc1
  nt, -2.3%
- Cc1ccc([N+](=O)[O-])cc1S(=O)(=O)Nc1ccccn1
  -3, 12%
- CCn1c(C)c(C(C)=O)c(N2CCN(C(=O)c3ccco3)CC2)nc1=S
  -12, 0.2%
- Cn1c(=O)c2c3c(sc2n2c(SCc4ccc5c(c4)OCO5)nnc12)COC(C)(C)C3
  nt, 3.9%
- CC1CCc2nn(CC(=O)NCc3ccc4c(c3)OCO4)cc2C1 (stereo not drawn)
  11, -11%
- COc1ccc(-c2nc(SC(CC(=O)NCc3ccccc3)c3ccc(OC)c(OC)c3)n[nH]2)cc1 (stereo not drawn)
  16, 3.5%
- COc1ccc(-n2c(C)cc(C(=O)CSc3nnc(-c4ccoc4C)n3C)c2C)cc1
  34, 4.1%
- O=C(/C=C/c1ccco1)NCc1ccc2c(c1)OCO2
  nt, 2.3%
- CC(=O)N1CCN(c2ccc(S(C)(=O)=O)cc2[N+](=O)[O-])CC1
  -8, 2.7%
- CC(=O)N1N=C(c2ccco2)CC1c1ccc(C)cc1 (stereo not drawn)
  -18, -1.9%
- COc1ccc(CCNC(=O)Cn2cc(C(F)(F)F)cc(Cl)c2=O)cc1
  -3, 3.9%
- CCCn1c(C)cc(C(=O)COC(=O)c2cc(S(=O)(=O)NCC(C)C)c(Cl)cc2Cl)c1C
  -4, 6.0%
- Cc1cc2c(=O)n(Cc3ccco3)c(SCC(=O)c3ccc(Cl)s3)nc2s1
  1, 3.4%
- COc1ccc(-n2c(SCc3ccc([N+](=O)[O-])cc3)nnc2-c2ccc(C)cc2)cc1
  -3, -1.5%
- Fc1ccccc1COc1ccc(/C=N/NC(=S)NCc2ccccc2)cc1
  nt, 1.9%
- O=C(Nc1ccc2c(c1)OCO2)c1cccc(F)c1
  nt, -3.4%
- CCOc1cc(N2CCOCC2)c(OCC)cc1NC(=O)CSc1n[nH]c(N)n1
  8, -8.4%
- N#Cc1c(SCC(N)=O)nc(-c2ccccc2)c2c1CCCC2
  9, -1.3%
- O=C(CNC(=O)c1cccc(Br)c1)N/N=C/c1ccc[nH]1
  -5, 2.0%
- O=C(c1cc(-c2ccccc2)nc2ccccc12)N1CCN(c2ccccn2)CC1
  9, 6.0%
- O=C(NCCn1ccc2ccccc21)c1ccc(S(=O)(=O)N2CCOCC2)cc1
  9, 1.1%
- COc1ccc(N2C(=O)CC(C3CCCO3)C2=O)cc1 (stereo not drawn)
  -5, 6.4%
- O=C(NNc1c(Cl)cccc1Cl)c1ccno1
  1, 0.8%
- Cc1c(Cl)cccc1NC(=O)CN1CCN(CCN=CC2=C(O)CC(c3ccccc3)CC2=O)CC1 (stereo not drawn)
  3, 7.7%
- Nc1c2c(nc3ccc(Br)cc13)N(Cc1ccccc1)CC2
  12, -6.3%
- CCCn1ncc(OC)c(Cl)c1=O
  10, -1.6%
- CC(N)c1ccc(Cl)cc1Cl (stereo not drawn)
  14, 0.7%
- Cc1ccc(NC(=O)/C(C#N)=C/c2cc(C)n(-c3ccc(N4CCOCC4)c([N+](=O)[O-])c3)c2C)c(C)c1
  -5, 1.6%
- CNCC(O)c1cc(OCc2ccccc2)c(OCc2ccccc2)cc1F (stereo not drawn)
  nt, -8.0%
- NC(=O)c1ccccc1NC(=O)Nc1ccc(F)c(Cl)c1
  -3, -5.3%
- CCCCOC(=O)Cc1c(O)c2ccccc2[nH]c1=O
  28, -2.9%
- O=C(CSc1nc2c(c(=O)n1-c1ccccc1)SCC2)N1CCOCC1
  20, 4.0%
- CN(C)N=Nc1nc2c(c(=O)n(C)c(=O)n2C)n1CC1CO1 (stereo not drawn)
  8, 0.0%
- CCOC(=O)c1[nH]c2ccc(OC)cc2c1NC(=S)N1CCN(C(=O)OCC)CC1
  -3, -6.5%
- CC(=O)Nc1cccc(-c2cn3ccc(C)cc3n2)c1
  5, 3.2%
- O=C(NC1CCCC1)C(NS(=O)(=O)c1ccc(Br)s1)c1ccccc1 (stereo not drawn)
  nt, -3.0%
- Cn1cccc1CNCCc1ccc(F)cc1
  nt, -0.6%
- COc1ccc(CN(CC2CCC(C(=O)O)CC2)C(=S)Nc2ccc(C)c(Cl)c2)cc1 (stereo not drawn)
  -13, 5.0%
- O=C(Cn1nnc(-c2cc(Cl)ccc2-n2cnnn2)n1)N1CCCc2ccccc21
  nt, 2.2%

(further entries)
molecule,Mtb RmlCD inh,M. tuberculosis GlmU
O=C(CSc1nc2ccccc2c(=O)n1CCCN1CCOCC1)NC12CC3CC(CC(C3)C1)C2,7,-6.5%
COc1ccc(NC(=O)c2cc3nc(-c4ccccc4)cc(-c4ccccc4)n3n2)c(OC)c1,8,21%*
C=CCn1c(C)cc(C(=O)COC(=O)CNC(=O)c2ccccc2)c1C,nt,-4.9%
Cc1cc2c(nn1)CCc1nonc1-2,-6,-2.3%
Nc1c(C(=O)OCC2CCCO2)c2nc3ccccc3nc2n1C1CCCC1 (stereo not drawn),13,4.8%
COc1ccccc1NC(=O)N(CCN1CCCC1)Cc1cc2cc(C)ccc2[nH]c1=O,nt,-2.6%
CCCn1c(SCC(=O)c2[nH]c(C)c(C(C)=O)c2C)n[nH]c1=O,-6,-1.2%
CN1C(=S)N(c2cccnc2)C(=O)/C1=C\c1ccc(C(C)(C)C)cc1,7,0.9%
COc1ccccc1NC(=O)C(Sc1ccccc1)c1ccccc1 (stereo not drawn),10,-11%
CCOC(=O)C1(CCCc2ccccc2)CCN(CC(O)CO)CC1 (stereo not drawn),10,4.0%
COc1ccccc1CNC(=O)CSc1nc(C)cs1,-5,3.2%
COc1cccc(OCCSc2nc3ccccc3c(=O)[nH]2)c1,5,0.1%
COc1cccc(/C=N/NC(=O)CNC(=O)c2ccc(S(=O)(=O)N3CCOCC3)cc2)c1OC,7,8.2%
CCN1C(=O)C2(C(C#N)=C(N)Oc3n[nH]c(-c4ccccc4)c32)c2ccccc21 (stereo not drawn),nt,-0.3%
Nc1nnnn1/N=C/c1ccc(O)cc1,nt,4.2%
CN(C)S(=O)(=O)c1cccc(-c2cn3ccccc3n2)c1,nt,-1.2%
Cc1cc(/C=C(\C#N)C(=O)Nc2ccccc2)c(C)n1-c1ccc2c(c1)OCO2,7,4.9%
O=C1NC2(CCCCC2)C(=O)N1c1ccccc1,nt,0.4%
S=C(Nc1ccc2nsnc2c1)N1CCCC1,4,1.5%
COC(=O)c1ccc(COc2ccc3c4c(c(=O)oc3c2)CCC4)o1,nt,-1.0%
Cc1cccc(-c2nc3ccccc3c(=O)n2NC(=O)/C=C/c2ccc([N+](=O)[O-])cc2)c1,6,2.8%
O=C(NCc1cccnc1)C1CCC(c2ccc(Cl)cc2)CC1 (stereo not drawn),6,nt
O=C(N/N=C/c1cc([N+](=O)[O-])ccc1O)c1c[nH]c2ccccc12,4,7.5%
Nn1c(CSc2ccccn2)nc2ccccc2c1=O,nt,2.4%
Cc1c(C=O)c2ccccc2n1Cc1ccccc1F,nt,7.0%
CC(=O)c1ccc(NC(=O)C2CCCN2S(=O)(=O)c2ccc(F)cc2)cc1 (stereo not drawn),5,-2.5%
C/C(=N\NC(=O)c1ccn(C)n1)c1ccc(NC(=O)C2CCCC2)cc1,-23,0.2%
CCCC(=O)Nc1ccc2c(c1)nc(CN1CCN(C(C)=O)CC1)n2C,nt,1.8%
FC(F)Sc1ccc(N=C2NN=C(c3ccc4c(c3)OCCO4)CS2)cc1,-10,-0.6%
O=S1(=O)CCC(NC(=S)N2CCCCC2)C1 (stereo not drawn),-5,2.8%

Part of the list above, with each value named.
C/C(=N\NC(=O)c1ccn(C)n1)c1ccc(NC(=O)C2CCCC2)cc1
- Mtb RmlCD inh = -23
- M. tuberculosis GlmU = 0.2%

CCCC(=O)Nc1ccc2c(c1)nc(CN1CCN(C(C)=O)CC1)n2C
- Mtb RmlCD inh = nt
- M. tuberculosis GlmU = 1.8%

FC(F)Sc1ccc(N=C2NN=C(c3ccc4c(c3)OCCO4)CS2)cc1
- Mtb RmlCD inh = -10
- M. tuberculosis GlmU = -0.6%

O=S1(=O)CCC(NC(=S)N2CCCCC2)C1 (stereo not drawn)
- Mtb RmlCD inh = -5
- M. tuberculosis GlmU = 2.8%

Going on with the list.
molecule,Mtb RmlCD inh,M. tuberculosis GlmU
COc1ccc(-n2c(Cc3cc(=O)[nH]c(=O)[nH]3)nnc2SCC(=O)N2CCC(C)CC2)cc1,19,-2.8%
COc1ccc(CNc2nc(-c3cccnc3)nn2C(=O)C(C)C)cc1,-8,1.0%
COc1ccc(CN2CCc3ccccc3C2)c(OC)c1OC,-5,-2.5%
O=C(NN1C(=O)C2C3C=CC(O3)C2C1=O)c1ccccc1 (stereo not drawn),-11,-1.9%
CCC(=O)c1ccc(OCc2ccc(C(=O)c3ccccc3)cc2)cc1,-8,-4.2%
c1ccc(NC2=Nc3cccc4cccc2c34)cc1,-2,-2.9%
COc1cccc2c(Cl)c(CCCl)c(C)nc12,nt,5.3%
NC(=O)CC(NC(=O)c1ccc(Br)cc1)c1ccc(N2CCN(c3ccc(F)cc3)CC2)c([N+](=O)[O-])c1 (stereo not drawn),nt,-0.7%
CSCCC(N=CC1=C(O)CC(C)(C)CC1=O)C(=O)O (stereo not drawn),13,-3.1%
Cc1nc(C2CCC3C4CCC5=CC(=O)CC[C@]5(C)C4CC[C@]23C)cs1 (stereo partly drawn),1,1.8%
O=C(O)CNC(=O)CC1S/C(=N/N=C2\CSC(=O)N2)NC1=O (stereo not drawn),-3,0.3%
Cc1ccccc1C(=O)O/N=C1\CCS(=O)(=O)c2sccc21,nt,-0.3%
COc1ccc(Nc2nc(N)nc(CN3CCc4ccccc4C3)n2)cc1,8,6.6%
Cc1ccc(/C=C2\SC(=S)N(c3c(C)n(C)n(-c4ccccc4)c3=O)C2=O)cc1,6,-1.8%
CN(C(=O)Nc1ccccc1)n1cnc2ccccc2c1=O,-3,4.7%
Cc1sc2nc(SCc3nc(-c4ccccc4)no3)n(-c3ccccc3)c(=O)c2c1C,2,3.5%
COC(=O)\C(C(C)=O)=C(/C=C/C=C/C=C/N(C)C)N(C)C,nt,-1.4%
CCN/N=C(\Cc1nc2ccccc2[nH]1)c1ccccc1,-9,-0.2%
C=C(C)C1CC=C(C)/C(=N/NC(=O)c2cccs2)C1 (stereo not drawn),-11,-2.0%
O=C(CCCOc1ccc(Cl)cc1Cl)Nc1ccc(O)cc1C(=O)O,1,-0.6%
S=C(NCCc1ccccn1)Nc1cccc(Cl)c1,nt,2.8%
CC(=O)c1c(OCC(=O)O)ccc2c(C)cc(=O)oc12,-6,4.9%
Cn1c(=O)c2[nH]c(SCC(=O)c3ccc(F)cc3)nc2n(C)c1=O,5,-2.4%
CC1(C)CC2(C)Nc3ccccc3N2C(=S)N1 (stereo not drawn),nt,3.8%
O=C(NCc1ccc2c(c1)OCO2)C1CC(=O)N(CCc2ccccc2)C1 (stereo not drawn),7,1.1%
